Screens from PubChem BioAssay.
A3A deaminase = APOBEC3A ssDNA deaminase inhibitors, primary screen, selectivity assay for APOBEC3G inhibitor project, biochemical, FAM/TAMRA oligo cleavage fluorescence; DNA dC->dU-editing enzyme APOBEC-3A (Homo sapiens), P31941; recombinant A3A, FAM/TAMRA ssDNA deamination fluorescence; inhibition, % at 20 µM; hit rate 0.41% among 330,000; AID 493011, 2011;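 active = at least 40% inhibition at 20 µM here, with at most 30% in a related deaminase screen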;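 note: plate controls were A3A with DMSO for no effect and wells lacking A3A enzyme for full effect; some results filed as inactive read as strong as hits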
Target sequence (P31941 whole entry, looked up): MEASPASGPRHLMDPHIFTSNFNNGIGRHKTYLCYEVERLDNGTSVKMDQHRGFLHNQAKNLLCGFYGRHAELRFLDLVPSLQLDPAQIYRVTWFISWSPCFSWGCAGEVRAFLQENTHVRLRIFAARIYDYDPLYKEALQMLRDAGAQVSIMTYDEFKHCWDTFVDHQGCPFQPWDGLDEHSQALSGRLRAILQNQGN
APOBEC3G inh = APOBEC3G DNA deaminase inhibitors, primary screen, biochemical, fluorescence, single-stranded DNA substrate, uHTS | recombinant A3G, ssDNA deamination FAM/TAMRA fluorescence | DNA dC->dU-editing enzyme APOBEC-3G (Homo sapiens), Q9HC16 | inhibition, % at 20 µM | hit rate 0.28% among 330,000 | AID 493012, 2011;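 active = inhibition of at least 40% at 20 µM, with no more than 30% in the related APOBEC3A deaminase screen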;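 note: plate controls were DMSO wells with A3G for no effect and wells lacking A3G enzyme for full effect; some compounds called inactive have numbers as strong as hits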
Target sequence (Q9HC16 whole entry, looked up): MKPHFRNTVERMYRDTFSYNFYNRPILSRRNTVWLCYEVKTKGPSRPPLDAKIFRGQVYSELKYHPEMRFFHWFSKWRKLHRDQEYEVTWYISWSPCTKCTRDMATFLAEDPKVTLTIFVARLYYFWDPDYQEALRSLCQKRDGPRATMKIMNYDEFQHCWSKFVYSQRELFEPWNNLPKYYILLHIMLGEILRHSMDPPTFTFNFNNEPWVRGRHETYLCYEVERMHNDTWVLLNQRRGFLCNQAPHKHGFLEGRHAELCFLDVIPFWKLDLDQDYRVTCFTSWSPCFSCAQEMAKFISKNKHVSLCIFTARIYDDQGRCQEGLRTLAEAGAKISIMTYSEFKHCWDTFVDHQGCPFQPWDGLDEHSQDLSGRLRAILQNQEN
EBI2 antag = EBI2 receptor antagonists, beta-arrestin recruitment, primary screen, cell-based, luminescence, 7a,25-OHC stimulation, uHTS. G-protein coupled receptor 183 (Homo sapiens), P32249. 7a,25-OHC stimulated. inhibition, % at 5 µM. AID 651636, 2012. hit rate 0.81% among 360,000; in the data active = inhibition above about 38%;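 note: enzyme fragment complementation signal reports receptor beta-arrestin coupling in cells; 0% = agonist plus DMSO wells and 100% = wells without agonist; some results beyond the cut were filed as inactive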
CXCR6 block = CXCR6 receptor inhibitors, primary screen, cell-based, beta-arrestin, luminescence, CHO-K1 PathHunter, 1536-well. C-X-C chemokine receptor type 6 (Homo sapiens), O00574. inhibition, % at 20 µM. hit rate 0.36% among 360,000; in the data active = inhibition above about 34%, passing the limit was not always enough;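 note: antagonist mode with CXCL16 agonist at 10 nM final; 0% = 10 nM CXCL16 with DMSO and 100% = unstimulated wells without agonist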
Gli-Sufu block = Gli-Sufu pathway antagonists, primary screen, luciferase luminescence, Sufu-KO-LIGHT cells, uHTS; Sufu-KO-LIGHT fibroblasts, Gli luciferase reporter luminescence; hit rate 0.74% among 340,000; inhibition, % at 5 µM;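 active = inhibition above about 55%, limit read from the data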;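 note: 0% = DMSO-treated cells and 100% = wells with medium but no cells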
CCR6 antagonist = CCR6 receptor antagonists, primary screen, cell-based, CHO-K1, luminescence, beta-arrestin, uHTS | C-C chemokine receptor type 6 (Homo sapiens), P51684 | CHO-K1 CCR6 PathHunter beta-arrestin, CCL20-stimulated | inhibition, % at 20 µM | hit rate 0.49% among 340,000;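 active = compounds whose inhibition of the agonist-driven luminescence signal at 20 µM reaches about 50%, limit read from the data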;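 note: cells stimulated with CCL20 at 14 nM final; plate controls were DMSO with CCL20 for no effect and DMSO without agonist for full effect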
Target sequence (P51684 whole entry, looked up): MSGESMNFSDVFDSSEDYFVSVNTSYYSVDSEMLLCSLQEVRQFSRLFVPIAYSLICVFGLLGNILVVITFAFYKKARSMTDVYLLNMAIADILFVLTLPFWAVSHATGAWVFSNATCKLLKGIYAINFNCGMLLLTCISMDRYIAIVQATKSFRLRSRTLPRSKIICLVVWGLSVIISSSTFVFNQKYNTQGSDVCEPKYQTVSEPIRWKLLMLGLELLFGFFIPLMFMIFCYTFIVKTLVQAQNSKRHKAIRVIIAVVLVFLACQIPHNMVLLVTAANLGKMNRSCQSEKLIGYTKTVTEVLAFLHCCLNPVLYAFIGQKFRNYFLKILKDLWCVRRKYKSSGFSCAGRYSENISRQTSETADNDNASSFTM
NR3A LBD binder = binders of NR3A ligand-binding domain, primary screen, biophysical, differential scanning fluorimetry, uHTS | Glutamate receptor ionotropic, NMDA 3A (GRIN3A) ligand-binding domain | NR3A LBD differential scanning fluorimetry, Tm shift; 0% = protein alone, 100% = glycine-bound protein | Tm shift relative to glycine control, % at 25 µM | hit rate 2.5% among 340,000;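 active = melting temperature shift of at least 10% of the positive control shift, at one fixed dose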
MPTP inh = mitochondrial permeability transition pore inhibitors, primary screen, biochemical, isolated mouse mitochondria, absorbance | Ca2+ swelling absorbance, 30 min | inhibition, % at 10 µM | hit rate 1.4% among 360,000;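 active = inhibition of 50% or more, scaled per plate between neutral and stimulator controls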;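 note: 0% = DMSO wells given calcium and 100% = 1 mM EGTA wells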
Starred values were filed as active, the others as inactive; / = no result given. An unsorted share of the library. Share with any hit: about 5.8%.

SMILES	A3A deaminase	APOBEC3G inh	EBI2 antag	CXCR6 block	Gli-Sufu block	CCR6 antagonist	NR3A LBD binder	MPTP inh
O=C(COC(=O)c1ccc(S(=O)(=O)NCc2ccco2)cc1)Nc1ccccc1OC(F)F	5	0	-2	-3	-4	3	-6	1.0
O=C(CSc1ccc(Cl)cc1)Nc1ccc(-c2nc3ccccc3[nH]2)cc1	1	1	-1	-4	-45	5	37*	0.6
Clc1ccc2nc(C3CCN(Cc4nnnn4C4CCCCC4)CC3)[nH]c2c1	-4	-4	-2	6	18	-8	3	1.3
Nn1c(SCC(=O)NCC2CCCO2)nnc1-c1ccco1 (centres undefined)	4	-4	-7	-3	-2	-5	3	0.5
O=C(N/C(=C/c1ccco1)C(=O)N1CCOCC1)c1cccs1	4	-6	-4	-5	9	-7	2	-0.4
CC(C)Cc1cc(CNC(=O)C2CCC(=O)N(Cc3cccc(C(F)(F)F)c3)C2)on1 (centres undefined)	0	-4	-1	15	-4	8	3	-0.2
COc1ccc(S(=O)(=O)N2CCOC23CCN(S(=O)(=O)c2cccs2)CC3)cc1	-2	-7	-1	-2	11	9	1	0.9
O=C(Cc1ccccc1F)Nc1ccccc1-c1ccccc1	0	-4	10	1	-12	3	1	1.7
Cc1cc(C)c(NC(=O)CSc2nc(=O)n3cc(C)ccc3n2)c(C)c1	-2	-7	0	-5	-1	9	3	-1.0
S=C(NCc1ccc(Cl)cc1)N1CCN(c2ccccn2)CC1	-1	-4	33	4	-10	8	2	0.5

Reformatted as a markdown table: entries from further up.
| Molecule | A3A deaminase | APOBEC3G inh | EBI2 antag | CXCR6 block | Gli-Sufu block | CCR6 antagonist | NR3A LBD binder | MPTP inh |
| --- | --- | --- | --- | --- | --- | --- | --- | --- |
| COc1ccc(S(=O)(=O)N2CCOC23CCN(S(=O)(=O)c2cccs2)CC3)cc1 | -2 | -7 | -1 | -2 | 11 | 9 | 1 | 0.9 |
| O=C(Cc1ccccc1F)Nc1ccccc1-c1ccccc1 | 0 | -4 | 10 | 1 | -12 | 3 | 1 | 1.7 |

New compounds follow
SMILES	A3A deaminase	APOBEC3G inh	EBI2 antag	CXCR6 block	Gli-Sufu block	CCR6 antagonist	NR3A LBD binder	MPTP inh
COc1cc(C(=O)NCCc2c[nH]c3ccccc23)ccc1OCc1c(C)noc1C	-3	-5	61*	-5	-9	8	-10	1.0
COC(=O)C1=C(C)N(Cc2ccccc2)C(=NCC(C)C)N[C@H]1c1ccccc1	64*	14	/	/	35	8	-3	/
O=C(CCNc1ccc(Cl)c(C(F)(F)F)c1)c1ccco1	5	1	6	0	-1	4	-8	-0.2
O=C(CCSc1ccc(Cl)cc1)N1CCCCCC1	2	5	17	-7	-43	-4	-2	-1.2
O=c1oc2cccnc2n1CCS(=O)(=O)c1ccc(F)cc1	-2	-7	-32	5	3	6	1	-0.4
COc1ccc(-c2cc(C(=O)N/N=C/c3cccnc3)c3ccccc3n2)cc1	0	-8	4	0	-22	4	-3	-2.9
Cc1cc(=O)oc2ccc(OC(=O)c3cccc(S(=O)(=O)N4CCOCC4)c3)cc12	3	2	1	7	6	4	2	0.0
COCCn1c(=O)[nH]c2cc(C(=O)NCCN3CCN(c4cccc(Cl)c4)CC3)ccc2c1=O	2	3	-5	3	8	9	-1	1.4
Cn1c(N)c(C(=O)Nc2ccc(-c3ccccc3)cc2)sc1=S	-2	21	12	18	8	2	-6	1.1
CCNc1ccc(S(=O)(=O)N(C)C)cc1NCC(=O)Nc1c(F)cccc1F	-2	0	1	-2	-6	4	6	-0.9
COC(=O)Nc1cc(C)n(-c2ccccc2)n1	5	1	4	10	0	0	5	-2.9
COc1ccc(CN2CCNC(=O)C2CC(=O)N(C)CCC2CCOCC2)cc1OC (centres undefined)	-6	-8	6	0	-1	0	-2	1.8
COc1cccc(C(=O)c2c(-c3ccccc3)ncc3cc(OC)c(OC)cc23)c1	2	4	85*	3	1	27	-3	-1.2
CC(C(=O)NC1CCCC1)N1CCN(Cc2ccccc2)CC1 (centres undefined)	0	-7	-1	1	10	-1	1	0.0
CCOc1cc(C2C(C#N)=C(N)Oc3n[nH]c(-c4ccncc4)c32)cc([N+](=O)[O-])c1O (centres undefined)	-6	-7	14	23	-9	39	0	0.2
C#CCOCCOCCOCCNc1nc(N2CCN(C(=O)[C@H](CCCCN)n3cc(C(N)[C@H](C)CC)nn3)CC2)nc(N2CCN(C(=O)[C@H](CCC(=O)O)n3cc(C(N)[C@H](C)CC)nn3)CC2)n1 (some centres undefined)	-4	-5	-4	2	-5	6	0	-0.9
CN(CC(=O)Nc1ccc(F)c(F)c1F)C(=O)C1=COCCO1	4	1	3	-7	6	-4	0	-0.8
O=C(NCc1ccccc1)c1cccc(NC(=O)c2ccco2)c1	-2	-5	-6	-25	7	7	1	1.2
CC1CC1C(=O)Nc1nc2ccc(S(C)(=O)=O)cc2s1 (centres undefined)	2	2	0	0	-8	7	1	0.6
CC(=O)O[C@H]1C[C@@H]2CC[C@@H]3[C@H](CC[C@@]4(C)[C@H]3C[C@H]([N+]3(C)CCCCC3)[C@@H]4OC(C)=O)[C@@]2(C)C[C@@H]1[N+]1(C)CCCCC1	0	-6	-5	1	-1	-2	0	2.7
Cc1cccc(-n2ncc3c2CCCC3NC(=O)CCN2Cc3ccccc3C2=O)c1C (centres undefined)	4	-6	-2	2	23	12	-3	1.4
CCOC(=O)COc1ccc(S(=O)(=O)NCCC2=CCCCC2)cc1	2	-2	3	-7	10	-9	2	-1.4
CCc1ccccc1NC(=O)CN1CCN(C(=O)CNC(=O)c2ccc(-c3ccccc3)cc2)CC1	1	-3	-8	-5	11	7	1	-1.7
COc1ccc(C)cc1NC(=O)CSc1nnc(-c2ccccn2)n1Cc1ccco1	-2	-7	7	5	5	-1	-2	4.3
Cn1cccc1C(=O)NC1CCCCCC1	-5	-10	0	-5	-52	3	-4	-0.3
COc1ccccc1NC(=S)N(CCc1nc2cc(C)c(C)cc2[nH]1)Cc1cccnc1	-3	-9	5	6	5	4	3	-0.3
O=C(NCc1ccc(Cl)cc1)c1ccc(NC(=O)C2CCCO2)cc1 (centres undefined)	2	1	20	3	24	1	-3	0.1
COC(=O)[C@H](CCSC)NC(=O)N1CCN(c2cccc(C(F)(F)F)c2)CC1	-8	-6	-6	5	0	23	1	0.3
CN1CCN(S(=O)(=O)c2ccc(C(=O)Nc3ccccc3)cc2)CC1	0	-8	2	5	-11	-10	2	0.4
CNC(=O)NC(=O)C(NC1CCCc2ccccc21)c1ccccc1 (centres undefined)	-6	-2	-3	1	-2	-5	0	-0.1
O=C(C1CCCN(S(=O)(=O)c2ccccc2)C1)N1CCN(c2ccccc2)CC1 (centres undefined)	-4	-8	8	3	6	11	1	-0.5
C[C@H](NS(=O)(=O)c1ccc2c(c1)OCCCO2)C(=O)N1CCN(c2ccc(F)cc2)CC1	-1	-2	2	2	3	5	0	0.5
O=C1CC(c2cccs2)Sc2nc3ccccc3n21 (centres undefined)	3	-3	3	6	7	15	-2	1.4
CSc1nc2ccc(NC(=O)c3ccccn3)cc2s1	0	-2	-2	-5	26	7	-10	1.3
CCOC(=O)c1ccc(S(=O)(=O)N2CCNCC2)cc1	-3	-6	-14	-6	2	9	-2	-0.3
O=C(Cn1c(C(=O)N2CCN(C3CCCCC3)CC2)cc2sccc21)c1ccccc1	-2	-5	24	6	7	8	0	-1.6
COc1ccc(NS(=O)(=O)c2cc(NC(=O)CCSc3ccccc3)ccc2OC)cc1	-2	-3	11	-7	1	10	-1	5.3
CC1CCN(S(=O)(=O)c2ccc3c(c2)N(CC(=O)NCCCN2CCCCC2C)C(=O)CS3)CC1 (centres undefined)	-3	-5	-4	7	29	-6	-2	-1.2
CC(C)(C)c1ccc(S(=O)(=O)N2CCC(NC(=O)c3ccco3)CC2)cc1	2	-2	-14	-11	7	16	0	-1.6
Cc1cc(C)c2c3c(sc2n1)C(c1ccccc1)C(C#N)=C(N)O3 (centres undefined)	-11	-6	23	18	-6	32	-8	0.6

10 structures already listed, arranged by molecular weight, lowest first.
SMILES	A3A deaminase	APOBEC3G inh	EBI2 antag	CXCR6 block	Gli-Sufu block	CCR6 antagonist	NR3A LBD binder	MPTP inh
O=C1CC(c2cccs2)Sc2nc3ccccc3n21 (centres undefined)	3	-3	3	6	7	15	-2	1.4
CCOC(=O)c1ccc(S(=O)(=O)N2CCNCC2)cc1	-3	-6	-14	-6	2	9	-2	-0.3
Cc1cc(C)c2c3c(sc2n1)C(c1ccccc1)C(C#N)=C(N)O3 (centres undefined)	-11	-6	23	18	-6	32	-8	0.6
CNC(=O)NC(=O)C(NC1CCCc2ccccc21)c1ccccc1 (centres undefined)	-6	-2	-3	1	-2	-5	0	-0.1
CN1CCN(S(=O)(=O)c2ccc(C(=O)Nc3ccccc3)cc2)CC1	0	-8	2	5	-11	-10	2	0.4
O=C(C1CCCN(S(=O)(=O)c2ccccc2)C1)N1CCN(c2ccccc2)CC1 (centres undefined)	-4	-8	8	3	6	11	1	-0.5
COC(=O)[C@H](CCSC)NC(=O)N1CCN(c2cccc(C(F)(F)F)c2)CC1	-8	-6	-6	5	0	23	1	0.3
C[C@H](NS(=O)(=O)c1ccc2c(c1)OCCCO2)C(=O)N1CCN(c2ccc(F)cc2)CC1	-1	-2	2	2	3	5	0	0.5
COc1ccc(NS(=O)(=O)c2cc(NC(=O)CCSc3ccccc3)ccc2OC)cc1	-2	-3	11	-7	1	10	-1	5.3
CC1CCN(S(=O)(=O)c2ccc3c(c2)N(CC(=O)NCCCN2CCCCC2C)C(=O)CS3)CC1 (centres undefined)	-3	-5	-4	7	29	-6	-2	-1.2

New compounds follow:
SMILES	A3A deaminase	APOBEC3G inh	EBI2 antag	CXCR6 block	Gli-Sufu block	CCR6 antagonist	NR3A LBD binder	MPTP inh
CC(=O)c1c(C)[nH]c(C(=O)NNC(=O)COc2cc(C)ccc2C(C)C)c1C	3	-1	-2	2	0	-2	-2	0.0
CNc1nc(C)nc(-c2ccccc2O)n1	-3	-5	0	-1	-18	1	1	-0.8
Cc1cc(NS(=O)(=O)c2ccc(NC(=O)COc3ccccc3[N+](=O)[O-])cc2)no1	13	3	4	5	-19	11	0	0.6
S=C(NCC1CCCO1)Nc1cccc(Cl)c1 (centres undefined)	2	1	-4	3	0	9	-1	-3.8
Cc1ccc(-n2c(C)cc(C(=O)COC(=O)c3c(C)noc3C)c2C)cc1	-5	-6	2	7	-77	16	-3	50
Cc1cc(N2CCOCC2)nc(-c2ccc([N+](=O)[O-])cc2)n1	2	5	0	-1	-3	2	3	0.5
COc1ccc(C(=O)NCc2cn3ccsc3n2)cc1OC	3	-4	5	-5	3	10	-4	-1.7
Nn1cnnc1N/N=C/c1cc(Br)cc(Br)c1O	0	1	3	9	3	17	-9	0.5
COC(=O)c1sccc1NC(=O)c1cccs1	-2	-5	-6	4	-5	11	0	1.6
COc1ccc(C(=O)Nc2cc3c(cc2C#N)OCO3)cc1S(=O)(=O)N1CCN(C)CC1	-3	-5	3	4	-1	7	-1	-1.1
O=c1[nH]c2cc(NCCO)c([N+](=O)[O-])cc2[nH]1	6	3	9	10	-5	18	-1	0.9
O=C(O)CCC(=O)Nc1sc2c(c1C(=O)NC1CCCC1)CCCC2	-4	-9	1	0	-7	1	-1	-2.2
